Assay outcomes deposited in PubChem by several laboratories.
VIM-2 inhibitor – inhibitors of Pseudomonas aeruginosa VIM-2 metallo-beta-lactamase | purified VIM-2, nitrocefin hydrolysis, epi-absorbance fluorescence | inhibition, % at 5.6 µM | 290,000 compounds, 0.89% hits;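 active means inhibition above the mean of all tested compounds plus 3 SD, cutoff set per screening run, cut at about 7.5% in these data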;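 further: red hydrolysis product quenches plate fluorescence so inhibitors raise well fluorescence; 0% = enzyme with DMSO and 100% = DMSO without enzyme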
IMP-1 inhibitor – blocks Pseudomonas aeruginosa IMP-1 metallo-beta-lactamase; inhibition, % at 5.6 µM; 290,000 compounds, 0.45% hits; purified IMP-1, nitrocefin hydrolysis, epi-absorbance fluorescence;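 active means inhibition above the mean plus 3 SD of all compounds in the same screening run, cut at about 4.5% in these data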;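 further: 0% = IMP-1 with DMSO and 100% = DMSO wells lacking enzyme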
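System: purified IMP-1 / Input: IMP-1 dispensed at 0.2 nM / Medium: 50 mM HEPES pH 7.1, 50 µM ZnSO4, 0.05% Brij 35 / Timing: 15 min enzyme–compound preincubation, then 25 min nitrocefin reaction, 25 °C / Technique: plate fluorescence quenching by hydrolysis product, ex 480/em 530 nm / Repeats: singlicate testing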
HCV NS3 hel inh – inhibitors of Hepatitis C virus NS3 helicase. inhibition, % at 10.9 µM. AID 1800. NS3 helicase DNA unwinding, Cy5 molecular beacon fluorescence. 290,000 compounds, 0.56% hits;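 active means inhibition above the mean of all tested compounds plus 3 SD, set per campaign, cut at about 35% in these data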;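 further: 0% = DMSO wells and 100% = thioflavine S control wells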
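Material: hepatitis C virus NS3 helicase domain fragment enzyme; measured by: Cy5 fluorescence, 0 and 60 min reads; control set: DMSO and thioflavine S; incubation: 60 min unwinding reaction at 25 °C after ATP addition; read-out basis: % inhibition from 60/0 min fluorescence ratio, DMSO 0%, thioflavine S 100%; repeats: singlicate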
PHOSPHO1 block – inhibitors of human PHOSPHO1 phosphatase | Q8TCT1 | AID 1565 | recombinant PHOSPHO1, absorbance phosphatase assay | 290,000 compounds, 1.1% hits | inhibition, % at 13.3 µM; in the data active means inhibition above about 60%
Target sequence (Q8TCT1 whole entry, looked up): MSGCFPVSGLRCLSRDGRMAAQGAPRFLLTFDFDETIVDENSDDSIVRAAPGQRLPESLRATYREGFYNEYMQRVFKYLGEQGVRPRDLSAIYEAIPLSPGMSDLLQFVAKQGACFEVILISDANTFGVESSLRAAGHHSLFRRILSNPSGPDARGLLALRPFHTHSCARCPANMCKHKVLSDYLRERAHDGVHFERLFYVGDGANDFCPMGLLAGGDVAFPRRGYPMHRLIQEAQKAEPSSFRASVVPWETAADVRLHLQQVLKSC
IDE act – IDE (human) activation, cell-based; P14735; HEK cells, FAbeta-B cleavage, fluorescence polarization; 0% vehicle, 100% cell-free pure enzyme wells; activation, % at 5.96 µM; 340,000 compounds, 0.073% hits; AID 493087;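 active means activation above the mean of all tested compounds plus 3 SD, set per screening campaign, cut at about 17% in these data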
MEKK3 PB1 HTS – modulators (inhibitors or enhancers) of MEK5 binding to human MEKK3 PB1 domain; Q99759; bead-based flow cytometry, Alexa488-MEK5 binding to MEKK3; actives lie on both sides; 0 = blocked by unlabeled MEK5, 100 = vehicle; binding response (% of control), % at 10 µM; 290,000 compounds, 1.4% hits; AID 1529;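 active means binding response more than 3 SD above or below the average of its plate-row segment, actives on both sides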;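 further: Alexa488 bead fluorescence after subtracting the streptavidin-only scavenger bead signal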
Target sequence (Q99759 whole entry, looked up, the tested form may be a part): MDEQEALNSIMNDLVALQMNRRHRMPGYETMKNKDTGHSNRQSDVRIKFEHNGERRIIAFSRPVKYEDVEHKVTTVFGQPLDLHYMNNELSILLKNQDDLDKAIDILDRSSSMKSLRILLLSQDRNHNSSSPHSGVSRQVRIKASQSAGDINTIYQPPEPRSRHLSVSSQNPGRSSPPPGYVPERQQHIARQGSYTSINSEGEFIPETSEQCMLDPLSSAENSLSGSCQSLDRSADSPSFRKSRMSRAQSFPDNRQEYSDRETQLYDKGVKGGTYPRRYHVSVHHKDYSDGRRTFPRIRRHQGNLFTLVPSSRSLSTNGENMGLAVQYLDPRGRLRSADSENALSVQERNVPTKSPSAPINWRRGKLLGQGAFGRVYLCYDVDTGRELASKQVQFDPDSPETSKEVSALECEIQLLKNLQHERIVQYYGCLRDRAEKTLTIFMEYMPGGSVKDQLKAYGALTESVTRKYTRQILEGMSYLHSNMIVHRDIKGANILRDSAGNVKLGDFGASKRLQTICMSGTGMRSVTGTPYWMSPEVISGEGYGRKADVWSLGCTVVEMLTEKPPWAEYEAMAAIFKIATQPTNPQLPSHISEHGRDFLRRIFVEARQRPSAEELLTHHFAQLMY
pCIP destab – p/CIP protein destabilization; Q05BA5; F442A p/CIP-EGFP cells, EGFP fluorescence, 16 h; decrease of EGFP signal, % at 10 µM; 290,000 compounds, 0.01% hits;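 active means EGFP signal decrease of at least 30% at 10 µM or well 3 SD below plate mean, unless failing retest; inactive means the rest, including hits failing retest or dose response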; further: some compounds called inactive have numbers as strong as hits; many of its hits are not listed in these tables
DNA FID counter – fluorescent intercalator displacement, NS3 helicase counter-screen. DNA fluorescent intercalator displacement, fluorescence. inhibition, % at 7.9 µM. 290,000 compounds, 0.17% hits; in the data active means inhibition above about 37%;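 further: 0% = vehicle and 100% = reference compound; higher means more ethidium bromide displaced from hairpin DNA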
SUMO HTRF inh – blocks human SUMOylation mediated by UBC9; inhibition, % at 35 µM; HTRF SUMOylation assay, SAE1/SAE2 + UBC9, in vitro; AID 2006; P63279; 290,000 compounds, 0.36% hits; in the data active means inhibition above about 50%, passing the limit was not always enough; further: strong numbers were not always called active
Target sequence (P63279 whole entry, looked up): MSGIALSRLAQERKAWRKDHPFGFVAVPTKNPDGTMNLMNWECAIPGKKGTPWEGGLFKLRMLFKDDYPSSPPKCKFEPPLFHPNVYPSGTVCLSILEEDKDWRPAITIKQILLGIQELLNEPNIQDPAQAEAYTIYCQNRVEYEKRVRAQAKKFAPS
The depositor's hits bear a star; x = no result given. Some of the compounds tested. The share of hits here may be higher or lower than overall.

SMILES	VIM-2 inhibitor	IMP-1 inhibitor	HCV NS3 hel inh	PHOSPHO1 block	IDE act	MEKK3 PB1 HTS	pCIP destab	DNA FID counter	SUMO HTRF inh
COc1cc2c(C(=O)N3CCN(c4ccccc4)CC3)c(C)oc2cc1Br	0.0	-1.6	-6	2	4	x	14	-4	1
CC1CCCN(C(=O)CCCNC(=O)c2ccc(Cl)cc2)C1 (stereo unspecified)	0.4	-1.2	0	30	0	101	-7	-22	-18
CCN(CC(=O)NCc1ccc(Cl)cc1)C(=O)CSCC(=O)Nc1cccc(C)c1	-1.9	-3.0	-3	41	1	98	13	-28	-25
C(=C\c1ccccn1)/c1cccnc1	-1.9	-0.7	10	27	4	86	10	-2	-18
COc1cccc(/C=C(\C#N)C(=O)NC2CCS(=O)(=O)C2)c1 (stereo unspecified)	-1.1	-1.6	-4	4	-3	100	8	1	-7
COc1ccccc1/C=C/C=N/n1c(-c2cc(-c3ccccc3)n[nH]2)n[nH]c1=S	-6.0	-3.3	0	-23	5	102	-9	-14	16
O=C(Nc1ccc(N2CCOCC2)cc1N1CCOCC1)c1ccc([N+](=O)[O-])cc1Cl	-3.5	-6.9	8	51	0	100	-20	-34	-2
COc1ccc(Br)c(C(=O)N2CCN(S(=O)(=O)/C=C/c3ccccc3)CC2)c1	-2.2	-0.8	3	42	4	102	-5	-25	10
CCCNS(=O)(=O)c1ccc(OCC(=O)Nc2ccccc2F)cc1	-1.6	-2.7	1	-3	-7	114	6	-15	3
COc1ccc(OC)c(C(=O)c2coc3ccc(O)cc23)c1	-1.9	-2.1	-9	1	5	88	-11	-1	17
CN1CCN(CCOC2Cc3ccccc3Sc3ccc(Cl)cc32)CC1 (stereo unspecified)	-0.9	-0.1	-41	-5	4	92	7	20	-5
Cc1cccc(NNC(=S)Nc2c(C)cccc2C)c1	-1.9	-3.7	2	31	4	105	-9	-7	10

3 compounds out of the list above, sorted by their value in VIM-2 inhibitor, largest number first:
mol	VIM-2 inhibitor
CC1CCCN(C(=O)CCCNC(=O)c2ccc(Cl)cc2)C1 (stereo unspecified)	0.4
CCCNS(=O)(=O)c1ccc(OCC(=O)Nc2ccccc2F)cc1	-1.6
Cc1cccc(NNC(=S)Nc2c(C)cccc2C)c1	-1.9

More compounds follow.
SMILES	VIM-2 inhibitor	IMP-1 inhibitor	HCV NS3 hel inh	PHOSPHO1 block	IDE act	MEKK3 PB1 HTS	pCIP destab	DNA FID counter	SUMO HTRF inh
NNC(=S)Nc1ccc(OC(F)(F)F)cc1	-1.3	-0.1	19	-10	9	85	-6	-3	-2
Cc1ncsc1C(=O)N1N=C2/C(=C/c3ccc(N4CCOCC4)cc3)CCCC2C1c1ccc(N2CCOCC2)cc1 (stereo unspecified)	-3.6	-2.9	-14	18	-12	102	3	-17	9
CCOc1ccccc1Oc1coc2cc(OC(=O)c3ccco3)ccc2c1=O	-1.1	-4.5	-4	29	9	110	-2	-11	33
O=S(=O)(Nc1ccc(Br)cc1)c1cccc(NC(=S)NCCN2CCOCC2)c1	-3.2	1.9	-48	2	2	104	-14	8	2
NC(=O)CC(NC(=S)NCc1ccccc1)C(=O)O (stereo unspecified)	0.3	-1.5	7	8	3	100	-1	-1	14
CCc1ccc(CN(C)C(=O)c2ccc3c(c2)OCCO3)cc1	-1.7	-2.6	9	13	0	94	4	-39	-4
COc1ccc(Cl)cc1NC(=O)NC(C)c1ccncc1 (stereo unspecified)	-4.3	-2.7	15	15	3	98	-1	-5	12
COc1ccc(CSCC(=O)N/N=C/c2ccccc2OCc2ccccc2)cc1	-1.1	-3.0	-11	26	2	98	-16	-16	-20
Cc1nnc(NC(=O)c2ccc(S(=O)(=O)N3CCc4ccccc4C3)cc2)o1	-1.7	-1.8	5	15	2	95	-4	-33	7
CCOC(=O)c1cc(-c2ccccc2)n(CC(=O)Nc2ccc(OC)c(OC)c2)c1C	-5.5	-4.2	-1	5	6	104	-16	-17	-15
COCc1nc2oc3ccccc3c(=O)c2cc1C(=O)OC	-0.2	-4.4	-3	37	4	107	0	-4	4
CCCc1nc(SCc2ccccn2)c2c(=O)n(C)c(=O)n(C)c2n1	-3.4	-1.2	-6	-7	-1	111	-16	-19	7
CCS(=O)(=O)N1CCN(C(C)CCc2ccccc2)CC1 (stereo unspecified)	-4.5	-1.4	-11	2	2	106	6	5	11
O=C(c1cc(-c2ccccc2)on1)N1CCCc2ccccc21	-1.2	-2.9	5	29	2	103	-16	-17	19
c1ccc2c(c1)CC/C2=N/Nc1nc2ccccc2[nH]1	-1.6	-1.2	-9	-21	1	105	0	17	-60
Cc1ccc2nc(-c3cccc(Br)c3)cc(C(=O)NC3=NCCS3)c2c1	-4.5	-2.4	-25	24	7	104	3	-2	-23
O=C(NCc1ccc2c(c1)OCO2)c1cc(F)c(F)cc1Cl	0.6	-0.6	12	8	-2	109	-3	-1	11
O=C(Nc1cccc(F)c1)c1c(O)c2cccc3c2n(c1=O)CCC3	-0.5	-4.3	13	-6	x	103	4	4	11
O=C(CCCN1C(=O)c2cccc3cccc(c23)C1=O)N1CCN(c2ccccn2)CC1	-3.6	-3.7	0	-14	7	129*	-4	-9	-6
O=C(OCC(=O)N1CCN(c2ccccc2)CC1)C1=COCCO1	-5.6	-2.5	1	-12	1	101	0	-5	-2
Cn1cnc2cc(NCc3ccccc3Cl)ccc21	-4.0	-2.5	2	27	4	108	-4	-9	8
OCCN1CCN(C(=S)NC2CCCC2)CC1	-1.1	-2.7	4	32	4	102	-5	-2	-13
Cc1cccc2sc(NC(=O)Cn3cccc3)nc12	-2.0	-1.2	4	-9	-1	102	-9	0	6
CCCCNS(=O)(=O)c1ccc(OC)c2ncccc12	-0.7	-3.1	3	10	0	98	0	1	10
CCCCNC(=O)/C(C#N)=c1\s/c(=C\c2ccccc2OC(F)F)c(=O)n1CCCOC	-2.5	-0.4	-6	-19	5	102	-7	-1	17
CN1CCN(CC(=O)Nc2nc(-c3ccccc3)cs2)CC1	-3.5	-0.7	7	13	-2	x	-7	14	-5
CCOC(=O)c1sc(NC(=O)c2ccncc2)nc1C	0.3	-0.6	2	-6	4	105	-8	-2	12
Cc1c(C(=O)NCc2n[nH]c(=S)n2-c2ccc(F)cc2)cccc1[N+](=O)[O-]	-1.8	-3.5	7	-2	0	99	6	-13	-15
O=C(NC1CCCCC1)C(c1ccncc1)N(Cc1ccc2c(c1)OCO2)C(=O)c1cnsn1 (stereo unspecified)	0.9	-3.7	0	-12	-4	97	-20	-14	2
CSC1=NC2(C)CCCCC2C12C=CC(=O)C=C2 (stereo unspecified)	-1.1	-1.2	-6	14	0	79	2	-6	-6
COc1ccccc1CCN=C(N)NS(=O)(=O)c1ccc(C)cc1	-2.2	-3.3	-2	30	5	97	-29	-21	9
Cc1nc(C)c(C(=O)O)c(-c2ccsc2)c1C(=O)O	-2.9	-2.2	3	46	x	101	0	-1	1
COc1ccccc1NC(=S)N1CCCC1	-3.8	-1.4	3	-19	5	109	-11	2	0
Cc1cc(C)cc(NC(=O)CN2C(=O)NC(C)(c3ccccc3)C2=O)c1 (stereo unspecified)	-1.1	-1.7	0	8	4	99	-5	-9	-2
C/C(=N/NC(=O)c1ccco1)c1cccc(NC(=O)c2ccc(C)o2)c1	-2.2	-0.8	-6	7	5	97	-17	-4	28
O=[N+]([O-])c1nn(-c2ccccc2)n(O)c1=NC1CCN(Cc2ccccc2)CC1	-1.9	-3.6	1	33	5	111	2	7	12
CS(=O)(=O)Nc1ccccc1C(=O)Nc1cc2c(cc1C(=O)O)OCCCO2	-3.3	-2.1	10	35	0	99	-1	-24	-3
Cc1[nH]c2ccccc2c1/C=N/NC(=O)CNC(=O)c1ccc2c(c1)OCO2	-0.5	-3.3	10	-7	3	97	-1	2	8
CCC(=O)N1CCc2cc(Br)cc(S(=O)(=O)N3CCCC(C(=O)NC(C)(C)C)C3)c21 (stereo unspecified)	-0.5	-0.8	15	20	-1	97	-20	-54	-4
Cc1cccc2sc(NC(=O)c3ccc(NS(=O)(=O)c4cccs4)cc3)nc12	0.7	0.1	4	7	2	103	-14	-6	8
CC(C)[C@H](NC(=O)c1cccc(S(=O)(=O)N2CCOCC2)c1)C(=O)Nc1nc2ccccc2s1	-3.4	-2.4	2	-10	-3	107	-1	-31	2
c1ccc(CCc2ccccc2-c2nc(-c3cccnc3)no2)cc1	-0.5	-3.9	4	-14	4	99	-13	-4	-12
CCOc1ccc(OCC)c(NC(=O)C2CCN(S(=O)(=O)c3cnc[nH]3)CC2)c1	-2.6	-2.9	1	-10	11	103	-11	-10	8
C[N+](C)(C)CCCNC(=O)c1ccc(/C=N/O)nc1	-4.4	-2.2	-8	-66	2	105	-2	-2	16
Cc1ccccc1C(=O)NCC(=O)NNC(=S)NC(=O)c1ccccc1C	-2.7	-1.8	0	30	-2	100	-6	-6	-12
CCCn1c(=O)cc(N)n(-c2ccc(OC(F)(F)F)cc2)c1=O	-1.9	-1.7	3	x	3	102	-12	-13	5
O=C(Cn1cnc2scc(-c3ccc(F)cc3)c2c1=O)N1CCOCC1	-2.6	-3.9	9	9	0	102	-4	-7	13
COc1ccc(CCN(C)C2CCCN(C(=O)c3sccc3C)C2)cc1OC (stereo unspecified)	0.5	-2.2	3	36	4	101	-3	-7	7
CN(C)CCNC(=S)Nc1ccccc1Cl	-3.4	-2.5	-4	-7	1	108	-4	-1	10
O=C(c1ccc2c3c(cccc13)CC2)C1CCCN(Cc2ccc(OCCO)cc2)C1 (stereo unspecified)	-1.0	1.6	-67	14	9	102	9	-2	24
CCOC(=O)C1=C(c2ccc(OC)cc2)C(=O)c2ccccc2C1=O	-0.5	-1.5	1	8	x	98	-2	-6	6
CCCCN(c1nc2ccccc2nc1Cl)S(=O)(=O)c1ccc(C)cc1	-1.8	-1.2	-7	37	4	98	-7	-19	2
Cc1c(C(=O)N2CCC(C)CC2)sc2ncn(CC(=O)N3CCC(C)CC3)c(=O)c12	-7.9	-4.0	13	10	2	105	-6	-50	4
Cc1ccc(S(=O)(=O)NCCSc2nnnn2-c2cc(C)ccc2C)cc1	-3.0	-6.2	2	7	7	107	-15	-15	-6
C/C(=N\NC(=O)c1cccnc1)c1ccc(OC2OCCOC2Oc2ccc(/C(C)=N/NC(=O)c3cccnc3)cc2)cc1 (stereo unspecified)	-1.4	-3.2	13	36	6	103	-8	-13	2
CCN(CC)CCNC(=O)c1ccc(NC(=O)c2ccccc2-c2ccc(C(F)(F)F)cc2)cc1	-3.9	-5.0	-54	10	7	106	5	28	1
CC(C)c1ccc(NC2CCCN(C(=O)c3ccncc3)C2)cc1 (stereo unspecified)	-1.4	-1.0	23	15	0	99	-15	-27	3
Cc1noc(C)c1C(=O)Nc1nnc(CC(C)C)s1	-2.4	-1.9	-2	33	12	106	-3	2	7
